From PubChem
KAT2A inh = inhibitors of human GCN5L2 histone acetyltransferase; hit rate 0.21% among 390,000; GCN5L2 HAT assay, ThioGlo1 CoA-SH fluorescence; Q92830; Potency, µM (doses to about 58.9 µM), for inactives: at the highest dose activity change, negative = inhibition, usual class: inhibitors
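Free CoA generated was detected with ThioGlo1 (50uM) fluorescence at Ex340nm/Em540nm, read immediately and after 20 min at room temperature. Enzyme, 20 nM in HEPES pH 7.5 buffer, saw compounds 15 min before adding 75uM H3(1-25) peptide and 70uM acetyl-CoA.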
FEN1 inh = human FEN1 inhibition; P39748; Recombinant FEN1 flap cleavage, fluorescence, 15 min; Potency, µM (doses to about 114 µM), for inactives: top-dose activity change, negative = inhibition, usual class: inhibitors; hit rate 0.35% among 390,000; AID 588795; note: nearly all actives have a fitted effect of over 65% in size
Target sequence (P39748 whole entry, looked up): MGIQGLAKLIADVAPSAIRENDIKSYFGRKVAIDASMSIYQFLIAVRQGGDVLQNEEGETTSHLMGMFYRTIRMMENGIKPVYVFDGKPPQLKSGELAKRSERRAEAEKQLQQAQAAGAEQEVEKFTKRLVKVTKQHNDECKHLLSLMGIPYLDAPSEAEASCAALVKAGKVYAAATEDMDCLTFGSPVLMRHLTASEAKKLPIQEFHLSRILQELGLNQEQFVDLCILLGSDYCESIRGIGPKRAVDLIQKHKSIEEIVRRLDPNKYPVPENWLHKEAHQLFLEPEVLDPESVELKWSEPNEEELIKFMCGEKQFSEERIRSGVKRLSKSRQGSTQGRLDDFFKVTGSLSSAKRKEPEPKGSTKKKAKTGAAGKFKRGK
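With each library titrated from low to high concentration, compounds met 10 nM FEN1 for 15 min at room temperature before 50 nM substrate was added; readings at 0 and 15 min fed four-parameter Hill curve fits.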
N370S GC mod = N370S glucocerebrosidase modulation, Gaucher chaperone candidate | P04062 | N370S GC spleen homogenate, 4MU-glucoside fluorescence | Potency, µM (series often up to 59.4 µM), for inactives: top-dose activity change, negative = inhibition, most hits filed as inhibitors | hit rate 0.092% among 330,000;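 note: 0% = full enzyme activity and -100% = no enzyme basal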
* marks the source's active call; other numbers are inactive results. Calls come from the whole dose curve; as a rule, active = well fitted curve in the direction sought with a large enough effect; inconclusive = small, poorly fitted or top-dose-only effect, or another doubt; inactive = no such curve, though single readings can be large; an effect the other way counts as inactive or inconclusive. Unless noted, % is set by controls: 0 for no effect and ±100 for the full control effect; potency is the fitted concentration of half-maximal effect. Not all compounds are listed; count on the stated rates, not on these rows.

How did Cc1ccccc1C(=O)NCC(=O)NNC(=O)CCN1CCN(c2ccccc2)CC1 do in these assays?
KAT2A inh: -16%; FEN1 inh: 10%; N370S GC mod: -3%

What do the screens show for `COc1ccc(Cl)cc1N1CCN(CCNC(=O)Nc2ccccc2C)CC1`?
KAT2A inh: -6%; FEN1 inh: inconclusive; N370S GC mod: -13%

What do the screens show for `O=C(CN(c1ccc([N+](=O)[O-])cc1)S(=O)(=O)c1ccccc1)N1CCCCC1`?
KAT2A inh: -1%; FEN1 inh: -8%; N370S GC mod: 2%

How did O=C(CNC(=O)c1ccccc1O)N/N=C/c1cc(Br)ccc1OC(=O)/C=C/c1ccco1 do in these assays?
KAT2A inh: -18%; FEN1 inh: inconclusive; N370S GC mod: -4%

What do the screens show for `Cc1ccc(NC(=O)Nc2cn(CC(C)C)c(=O)c3ccccc23)cc1N(C)C`?
KAT2A inh: -8%; FEN1 inh: -16%

What do the screens show for `CCCCN(CCCNC(=O)C1CCCN(S(=O)(=O)CC)C1)Cc1ccccc1` (stereo unspecified)?
KAT2A inh: -5%; FEN1 inh: 3%; N370S GC mod: 8%

Results for Cc1cc(Nc2cccc(F)c2)n2nc(-c3ccco3)nc2n1 ?
KAT2A inh: -1%; FEN1 inh: 11%

Results for Cc1oc2ccc(O)c(CN(C)C)c2c1C(=O)c1ccccc1 ?
KAT2A inh: -3%; FEN1 inh: 0%; N370S GC mod: 5%

How did CCCCCn1c(=O)c(C(=O)OCC)c(O)c2ccccc21 do in these assays?
KAT2A inh: 0%; FEN1 inh: 3%; N370S GC mod: 5%

What do the screens show for `Cc1cc(C)cc(OC(=O)c2snnc2C)c1`?
KAT2A inh: -5%; FEN1 inh: 3%

How did CC(C)NC(=O)/C(C#N)=C/c1ccc(N(C)C)o1 do in these assays?
KAT2A inh: 0%; FEN1 inh: -2%; N370S GC mod: -11%

What do the screens show for `O=C(CSc1nnc(SCc2cccc3ccccc23)s1)N/N=C/c1c[nH]c2ccccc12`?
KAT2A inh: -9%; FEN1 inh: 9%; N370S GC mod: 11%

What do the screens show for `COc1ccc(OCC(=O)Nc2cccc(C(=O)Nc3ccccc3C(=O)O)c2)cc1`?
KAT2A inh: -4%; FEN1 inh: -11%; N370S GC mod: -18%

What do the screens show for `Cc1cccc(NC(=O)CSc2nc(COc3ccccc3)nc3ccccc23)c1C`?
KAT2A inh: -5%; FEN1 inh: -4%; N370S GC mod: 10%

What do the screens show for `CCOc1ccc(C2C(C(=O)OC)=CN(CCOC)C=C2C(=O)OC)cc1`?
KAT2A inh: -8%; FEN1 inh: 3%; N370S GC mod: inconclusive

How did CC(C)Oc1ccc(N2CC(C(=O)OCC(=O)NCc3ccccc3)CC2=O)cc1 (stereo unspecified) do in these assays?
KAT2A inh: -5%; FEN1 inh: 1%; N370S GC mod: -18%

How did COc1ccc(/C(N)=N/OC(=O)CCCN2C(=O)c3ccccc3C2=O)cc1OC do in these assays?
KAT2A inh: -3%; FEN1 inh: -6%; N370S GC mod: 2%

How did CC(=O)c1ccc(OCC(O)CN2CCCC(C)C2)cc1 (stereo unspecified) do in these assays?
KAT2A inh: -4%; FEN1 inh: -3%; N370S GC mod: -4%

Results for Cc1nc2sc3c(NCc4ccco4)ncnc3c2c2c1COC(C)(C)C2 ?
KAT2A inh: -2%; FEN1 inh: 2%; N370S GC mod: -6%

Results for Cc1cc(C)c2c(CN3CCN(CCO)CC3)cc(=O)oc2c1 ?
KAT2A inh: -5%; FEN1 inh: 12%; N370S GC mod: 14%

Some of these compounds in order of count of non-hydrogen atoms, descending:
What do the screens show for `Cc1cccc(NC(=O)CSc2nc(COc3ccccc3)nc3ccccc23)c1C`?
KAT2A inh: -5%; FEN1 inh: -4%; N370S GC mod: 10%

How did CC(C)Oc1ccc(N2CC(C(=O)OCC(=O)NCc3ccccc3)CC2=O)cc1 (stereo unspecified) do in these assays?
KAT2A inh: -5%; FEN1 inh: 1%; N370S GC mod: -18%

What do the screens show for `O=C(CN(c1ccc([N+](=O)[O-])cc1)S(=O)(=O)c1ccccc1)N1CCCCC1`?
KAT2A inh: -1%; FEN1 inh: -8%; N370S GC mod: 2%

Results for Cc1nc2sc3c(NCc4ccco4)ncnc3c2c2c1COC(C)(C)C2 ?
KAT2A inh: -2%; FEN1 inh: 2%; N370S GC mod: -6%

The main list resumes, repeating the 2 entries before the break.
Results for Cc1nc2sc3c(NCc4ccco4)ncnc3c2c2c1COC(C)(C)C2 ?
KAT2A inh: -2%; FEN1 inh: 2%; N370S GC mod: -6%

Results for Cc1cc(C)c2c(CN3CCN(CCO)CC3)cc(=O)oc2c1 ?
KAT2A inh: -5%; FEN1 inh: 12%; N370S GC mod: 14%

What do the screens show for `CCCC1=Nc2cc(C(=O)NCCc3ccc(OC)cc3OC)ccc2Sc2ccccc21`?
KAT2A inh: -15%; FEN1 inh: 1%

Results for COc1ccc(C(C(=O)NCC2CCCO2)N(C(=O)c2snc(C(N)=O)c2N)c2ccccc2)cc1OC (stereo unspecified) ?
KAT2A inh: -9%; FEN1 inh: -4%; N370S GC mod: inconclusive

Results for CC1(C)CN(c2cccc(Br)c2)C1=O ?
KAT2A inh: -4%; FEN1 inh: -2%; N370S GC mod: 8%

How did COc1ccccc1N1CCN(/N=C/c2cc(OC)c(O)c(OC)c2)CC1 do in these assays?
KAT2A inh: -2%; FEN1 inh: -6%; N370S GC mod: inconclusive

How did Nc1nnc(SCc2coc(-c3ccc(Cl)cc3)n2)s1 do in these assays?
KAT2A inh: -4%; FEN1 inh: -4%; N370S GC mod: 6%

Results for Cc1ccc(S(=O)(=O)CC(=O)Nc2nc(C(C)(C)C)cs2)cc1 ?
KAT2A inh: -8%; FEN1 inh: 7%; N370S GC mod: 4%

Results for CCOCCCn1cnc2c(c1=O)c1nc3ccccc3nc1n2-c1ccccc1 ?
KAT2A inh: 1%; FEN1 inh: 12%; N370S GC mod: 4%

What do the screens show for `Cc1cc(C(=O)NC2CCCc3c2cnn3-c2cccc(C)c2C)no1` (stereo unspecified)?
KAT2A inh: -18%; FEN1 inh: -1%; N370S GC mod: -8%

Results for CSCC(=O)N1CCCC(C(=O)c2cc(F)ccc2F)C1 (stereo unspecified) ?
KAT2A inh: 19%; FEN1 inh: -12%; N370S GC mod: -3%

What do the screens show for `CC(OC(=O)c1ccc(Cl)cc1O)C(=O)NCCC1=CCCCC1` (stereo unspecified)?
KAT2A inh: -1%; FEN1 inh: 5%

What do the screens show for `COC(=O)c1c(NC(=O)Cc2coc3ccc(C(C)C)cc23)sc2c1CCC2`?
KAT2A inh: -7%; FEN1 inh: -3%

How did Cc1ccc2c(c1)OC(=O)CC2c1ccccc1 (stereo unspecified) do in these assays?
KAT2A inh: -5%; FEN1 inh: inconclusive; N370S GC mod: 29%

Results for Cc1noc(NS(=O)(=O)c2ccc(NC(=O)c3cc4ccccc4o3)cc2)c1C ?
KAT2A inh: inconclusive; FEN1 inh: 8%

Results for O=C(CN1CCC(C(=O)c2ccc(F)cc2)CC1)Nc1ccccc1Cl ?
KAT2A inh: -11%; FEN1 inh: -5%; N370S GC mod: 11%

How did O=C(NCc1cccs1)C1CCC(CNS(=O)(=O)c2cccc3nsnc23)CC1 (stereo unspecified) do in these assays?
KAT2A inh: 0%; FEN1 inh: 22%; N370S GC mod: -3%

Results for Cc1cccc(C(=O)Nc2cccc(-c3ccc4nncn4n3)c2)c1 ?
KAT2A inh: -2%; FEN1 inh: 1%; N370S GC mod: 8%

Results for CCOC(=O)Cc1c(C)nc2c(-c3ccccc3)c(C)[nH]n2c1=O ?
KAT2A inh: 2%; FEN1 inh: 2%; N370S GC mod: -2%

Results for C=CCC(Nc1ccccc1)C12C=CC(O1)C(C(=O)OC)=C2C(=O)OC (stereo unspecified) ?
KAT2A inh: -8%; FEN1 inh: -21%; N370S GC mod: 1%

How did CCCN1C(=O)C2(c3ccccc31)c1c(oc3cc(C)c(C)cc3c1=O)C(=O)N2CCCOC (stereo unspecified) do in these assays?
KAT2A inh: -1%; FEN1 inh: -6%

Results for Cc1nc(SCC(=O)N2CCC(Cc3ccccc3)CC2)[nH]c(=O)c1C ?
KAT2A inh: -3%; FEN1 inh: 6%; N370S GC mod: -10%

Results for COc1cccc(C(=O)NCCSc2c(-c3ccc(F)cc3)[nH]c3ccccc23)c1OC ?
KAT2A inh: -2%; FEN1 inh: 4%

What do the screens show for `COC(=O)c1ccc(N2CCOCC2)c(NC(=O)c2ccc3c(c2)OCO3)c1`?
KAT2A inh: -1%; FEN1 inh: -10%; N370S GC mod: 12%

How did CC(=O)O/N=C/c1c(C)c(C=O)n2ccccc12 do in these assays?
KAT2A inh: -15%; FEN1 inh: -21%; N370S GC mod: 5%

How did CC(C)CN1CCC(=O)N([C@H](CSc2ccc(Br)cc2)Cc2ccccc2)CC1 do in these assays?
KAT2A inh: 1%; FEN1 inh: -2%; N370S GC mod: -12%

What do the screens show for `CCOC(=O)C1(Cc2ccccc2)CCCN(Cc2ccccn2)C1` (stereo unspecified)?
KAT2A inh: -1%; FEN1 inh: 13%; N370S GC mod: -1%

How did CCOC(=O)c1c(-c2ccccc2)oc2cc(Br)c(O)cc12 do in these assays?
KAT2A inh: -1%; FEN1 inh: inconclusive; N370S GC mod: -9%

Results for CCCNC(=O)N1CCN(C(c2ccccc2)c2ccccc2)CC1 ?
KAT2A inh: -9%; FEN1 inh: -3%; N370S GC mod: -6%

How did CNC(=O)C(=O)NCC(c1cccs1)S(=O)(=O)c1ccc(C)cc1 (stereo unspecified) do in these assays?
KAT2A inh: -3%; FEN1 inh: 15%; N370S GC mod: 4%

How did S=C(NCc1cccs1)Nc1ccc(Cl)cc1 do in these assays?
KAT2A inh: 3%; FEN1 inh: 2%; N370S GC mod: -5%

How did Cc1ccc(S(=O)(=O)N2CCCC2)cc1C(=O)NCc1ccccn1 do in these assays?
KAT2A inh: -1%; FEN1 inh: -1%; N370S GC mod: -1%

Results for CC(=O)c1cccc(NC(=O)C2CC(=O)N(C3CCCC3)C2)c1 (stereo unspecified) ?
KAT2A inh: -6%; FEN1 inh: 1%

Results for COc1cccc(C2/C(=C(\O)c3ccc4c(c3)OCCO4)C(=O)C(=O)N2Cc2cccnc2)c1 (stereo unspecified) ?
KAT2A inh: -9%; FEN1 inh: 17%; N370S GC mod: 0%

What do the screens show for `COc1ccc(-c2ccc(/C=C3/C(=N)N4C(C)=CSC4=NC3=O)o2)c([N+](=O)[O-])c1`?
KAT2A inh: -6%; FEN1 inh: inconclusive; N370S GC mod: inconclusive

Results for O=C(CSc1nnc(CNC(=O)c2ccccc2F)o1)NC1CCCC1 ?
KAT2A inh: -1%; FEN1 inh: 19%; N370S GC mod: 0%

How did CC#CC#Cc1cccc(=O)o1 do in these assays?
KAT2A inh: -5%; FEN1 inh: 0%; N370S GC mod: 10%

Results for O=C1C=C(c2cccc(Br)c2)C[C@@H](c2ccc(Cl)cc2)C1 ?
KAT2A inh: -8%; FEN1 inh: -19%

Results for CCn1c(SC(C)C(=O)Nc2ccc(N3CCOCC3)cc2)nnc1-c1ccco1 (stereo unspecified) ?
KAT2A inh: -5%; FEN1 inh: -9%; N370S GC mod: -19%

What do the screens show for `O=C(CSc1ncc2c(n1)-c1ccccc1N(Cc1ccc(F)cc1)S2(=O)=O)c1ccc(Cl)cc1`?
KAT2A inh: 4%; FEN1 inh: 0%

How did Cc1ccc2ncc(C(=O)NCCc3ccc(S(N)(=O)=O)cc3)c(=O)n2c1 do in these assays?
KAT2A inh: -1%; FEN1 inh: 19%

Results for CCOC(=O)c1cccc(NC(=O)CCc2c(C)nc3ncnn3c2C)c1 ?
KAT2A inh: -2%; FEN1 inh: -4%; N370S GC mod: 8%

Entries from the list above that contain a nitro group on carbon, in the order listed:
What do the screens show for `O=C(CN(c1ccc([N+](=O)[O-])cc1)S(=O)(=O)c1ccccc1)N1CCCCC1`?
KAT2A inh: -1%; FEN1 inh: -8%; N370S GC mod: 2%

What do the screens show for `COc1ccc(-c2ccc(/C=C3/C(=N)N4C(C)=CSC4=NC3=O)o2)c([N+](=O)[O-])c1`?
KAT2A inh: -6%; FEN1 inh: inconclusive; N370S GC mod: inconclusive

New compounds follow.
How did CCOC(=O)C(C)NC(=O)C(NC(=O)C1CCC(CC)CC1)C(C)C (stereo unspecified) do in these assays?
FEN1 inh: 11%; N370S GC mod: -15%

What do the screens show for `CC(=O)OCC(CO)OC(C)=O` (stereo unspecified) (tested in a mixture with another compound)?
KAT2A inh: -6%; N370S GC mod: -4%

How did O=C(COc1ccc2c3c(c(=O)oc2c1)CCC3)Nc1ccc(CN2CCOCC2)cc1 do in these assays?
KAT2A inh: -6%; FEN1 inh: -1%; N370S GC mod: 0%

How did COc1ccccc1C(CNC(=O)c1cccc(S(=O)(=O)Nc2ccc(C)cc2)c1)N(C)C (stereo unspecified) do in these assays?
KAT2A inh: 0%; FEN1 inh: -1%; N370S GC mod: -7%

How did CO/N=C1\CN(c2nc3c(cc2F)c(=O)c(C(=O)O)cn3C2CC2)CC1CN (stereo unspecified) do in these assays?
KAT2A inh: -2%; N370S GC mod: 8%

What do the screens show for `Cc1[nH][nH]c(=O)c1C`?
KAT2A inh: -4%; FEN1 inh: 1%

Results for O=C(COc1ccc(F)cc1)Nc1ccc2nc(SCC(=O)N3CCOCC3)sc2c1 ?
KAT2A inh: -14%; FEN1 inh: 10%
